High-throughput results: PubChem, several laboratories
Yfh1-off respiration – enhancers of respiration in Yfh1-depleted yeast, dose response, Friedreich's ataxia, plus single-dose screen (AID 1465). hit rate 0.074% among 220,000. S. cerevisiae Yfh1-off respiration, WST-1 reduction, 72 h; higher fold induction means a stronger effect. fold induction at 50 µM; hits with a dose series show EC50 in µM;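 active = fold induction of absorbance versus untreated yeast above a set limit, then at least 30% activation at any dose in follow-up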;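 also: activators that raise dye reduction in frataxin-depleted yeast; strong numbers were not always called active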
NOD2 inhibition – NOD2 signaling inhibitors, cell-based, luminescence, uHTS, HEK293 (AID 1566); inhibition, % at 4 µM, or EC50 in µM where a hit was titrated; hit rate 0.63% among 290,000; HEK293 NOD2/NF-kB luciferase reporter, luminescence; higher % means a stronger effect; in the data active = inhibition above about 50%; also: many of its hits are not listed in these tables
Lipid droplet – inhibitors of hepatocyte lipid droplet formation, primary screen, imaging, high-throughput imaging, BODIPY stain. AML12 mouse hepatocytes, oleate lipid droplets. inhibition, % at 6.5 µM. hit rate 0.4% among 240,000. AID 1656, 2009;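 active = lipid droplet intensity inhibited by at least 50%, with more than 500 cells counted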
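Test system: AML12 mouse liver cells; schedule: overnight exposure; technique: high-content imaging of BODIPY-stained droplets and DAPI nuclei; read-out: % inhibition of corrected integrated BODIPY droplet signal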
Dynein cargo inh – inhibitors of GR-EGFP nuclear translocation, primary screen, dynein cargo transport inhibitor project, imaging, high-content, 3617.4 mouse cells; z-score, hits read low; hit rate 0.47% among 220,000; test concentration mostly 20 µM; stimulated with dexamethasone, 1 µM; stronger effect = lower value;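 active = plate z-score of nuclear minus cytoplasmic receptor signal below a set negative limit, without overly bright fluorescence or cell loss, cut at about -3.5 in these data, passing the limit was not always enough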;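 also: z-score of nuclear minus cytoplasmic ring GR-EGFP intensity difference per well; some compounds called inactive have numbers as strong as hits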
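Buffer or medium: tet-free, stripped-serum medium; reagent: dexamethasone at 1.0 µM final, 30 min; incubation: 48 h induction, 1 h compound, 30 min dex at 37 °C; measured by: formaldehyde fixation, Hoechst nuclear stain, 10x automated fluorescence imaging; read-out: nuclear-to-cytoplasmic GR-EGFP distribution per well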
WT yeast gro inh – growth inhibition of WT strain, primary screen, mitochondrial fusion inhibitor project, WT and mutant strains, chemical genetic. AID 1362, 2008. inhibition, % at 10 µM. hit rate 2.1% among 190,000. mitochondrial fusion phenotypic screen; in the data active = inhibition above about 58%; tested in S. cerevisiae
Autophagy mod – autophagy modulators in MEF cells, primary screen, imaging, high-content, MEF GFP-LC3. hit rate 0.98% among 190,000. MEF GFP-LC3 puncta imaging; test concentration mostly 10 µM. calls only at 10 µM (by protocol);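 active = percentage of spot-positive cells more than 3 SD above its plate mean, without a fluorescence outlier flag or 80% toxicity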;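 also: spot-positive cell cutoff set from DMSO-treated cells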
MT stabilize HCS – microtubule stabilizers in HeLa cells, primary screen, imaging, high-content imaging; HeLa tubulin immunostaining HCS, 24 h; share of cells brighter than vehicle mean+2SD; % tubulin-high responders, % at 10 µM; hit rate 0.83% among 200,000; AID 2205, 2009;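 active = plate Z-score above 3 for both tubulin-high and condensed-nucleus cell shares, with cell loss under 80%, at 10 µM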;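 also: anti alpha tubulin signal scored within the nucleus-defined area of each cell; some results filed as inactive read as strong as hits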
Ins promoter up – insulin promoter activators in MIN6 cells, imaging, high-content screening, mouse beta cells; hit rate 0.3% among 190,000; AID 1625, 2009; MIN6 insulin promoter-GFP reporter; stronger effect = higher value; z-score at 5 µM;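 active = z-score above 3 at 5 µM with at least 500 cells counted in the well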
bCat nuc transl – modulators of beta-catenin nuclear translocation, primary screen, imaging, HeLa cells, immunofluorescence, high-content | nuclear translocation activity, % at 5 µM | AID 1665, 2009 | hit rate 0.3% among 190,000;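 active = nuclear translocation activity above 50% at 5 µM, with a well cell count of 50 or more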;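 also: per-cell ratio of nuclear to cytoplasmic median beta-catenin stain intensity; plate controls were DMSO negative control for no effect and GSK-3 inhibitor IX positive control for full effect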
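System: HeLa cells, endogenous beta-catenin; compound dosing: 5 µM primary single dose, 0.1% DMSO, 0.02–20 µM confirmation series; incubation: 24 h compound exposure at 37°C, 5% CO2; signal: beta-catenin immunofluorescence imaging with DAPI; evaluation: % activation, nuclear-to-cytoplasmic median beta-catenin signal ratio per cell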
WT yeast gro inh mutant strain – further read-out of WT yeast gro inh, marked with its call; inhibition, %; mitochondrial fusion phenotypic screen, mutant strain inhibition
Dynein cargo inh cytoplasmic EGFP – also measured in Dynein cargo inh; calls as there; z-score; measured here: cytoplasmic GR-EGFP intensity; stronger effect = higher value
Dynein cargo inh nuclear GR-EGFP – recorded beside Dynein cargo inh, whose call it bears; z-score; measured here: nuclear GR-EGFP intensity;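 lower value marks the stronger effect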
Dynein cargo inh cell count – further read-out of Dynein cargo inh, marked with its call; z-score; measured here: cell count per field
Ins promoter up cell count – recorded beside Ins promoter up, whose call it bears; cell count; measured here: cytotoxicity, nuclei count;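 total cells summed across four imaged fields per well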
Lipid droplet cells 6.5 µM – second read-out of Lipid droplet, no call of its own (marks repeat the call); cell count; measured here: cell count, cytotoxicity flag;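 cells counted across two imaged fields per well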
bCat nuc transl cell count 5 µM – further read-out of bCat nuc transl, marked with its call; cell count; measured here: cell count, cytotoxicity flag
MT stabilize HCS Hoechst-high % – second read-out of MT stabilize HCS, no call of its own (marks repeat the call); % Hoechst-high responders; measured here: nuclear condensation Hoechst responders;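 share of cells brighter than vehicle mean plus two SD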
MT stabilize HCS cytotoxicity % – further read-out of MT stabilize HCS, marked with its call; toxicity, %; measured here: cytotoxicity by cell density;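 0% = mean cell density of plate MIN control wells and 100% = no cells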
Autophagy mod cell loss 18 h – recorded beside Autophagy mod, whose call it bears; toxicity, %; measured here: cell loss, nuclei count;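 cell loss after 18 h compound exposure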
Active calls of the source: *; i = inactive; nt = no result given. A portion of the library; the hit share may differ from the screen's.

Screens in order: Autophagy mod cell loss 18 h	Lipid droplet	MT stabilize HCS	Lipid droplet cells 6.5 µM	WT yeast gro inh mutant strain	Dynein cargo inh cell count	Ins promoter up cell count	Ins promoter up	MT stabilize HCS Hoechst-high %	Dynein cargo inh cytoplasmic EGFP	MT stabilize HCS cytotoxicity %	Dynein cargo inh	Dynein cargo inh nuclear GR-EGFP	bCat nuc transl	WT yeast gro inh	NOD2 inhibition	bCat nuc transl cell count 5 µM	Autophagy mod	Yfh1-off respiration
C=CCNC(=O)c1ccc(N(CC=C)S(C)(=O)=O)cc1
 : -6	-2	3.4	780	9	0.3	nt	nt	1.9	-0.22	5.7	-0.48	-0.29	0.4	-3	4%	1156	i	i
O=C(COC(=O)CCc1nc2ccccc2s1)Nc1ccc(Cl)cn1
 : 28	-17	4.7	683	-2	-0.98	1570	0.84	1.6	-0.041	6.7	-0.35	-0.033	0.3	21	-6%	1080	i	i
O=C(COc1ccc(Cl)cc1Cl)NNC(=S)Nc1ccc(F)cc1
 : 12	nt	1.4	nt	52*	-0.098	1256	0.36	1.6	-0.21	6.2	0.25	0.76	4.2	62*	-7%	1432	i	83µM*
CCCCOc1ccc(C(=O)Nn2c(-c3cccs3)nc3ccccc3c2=O)cc1
 : -20	-15	4.4	656	-32	-1.1	1283	-0.27	2.7	-0.16	5.6	1.2	0.56	-4.7	-1	30%	533	i	i
Cc1[nH]nc(-c2ccc(O)c(C)c2O)c1Oc1ccccc1
 : -7	-2	1.0	806	-22	-0.81	879	-0.16	1.8	-0.15	20	0.43	0.18	nt	-19	20%	nt	i	i
O=C(Nc1ccc(Cl)cc1C(F)(F)F)C(Sc1cccc[n+]1[O-])c1ccccc1 (stereo not drawn)
 : -23	2	2.2	744	4	0.3	1458	-0.05	0.6	-0.3	0.0	-0.12	0.16	0.2	10	8%	1543	i	i
CC(=O)c1ccc(N=Nc2ccc(C)cc2)cc1
 : 15	-1	2.7	691	13	-0.74	1297	-0.6	1.8	-0.32	11	0.25	-0.054	-1.0	10	-40%	1172	i	i
CCc1cc(CNC(=O)CCc2nnc(CCCc3ccccc3)o2)on1
 : -5	0	1.9	536	2	0.089	1364	-0.24	0.8	-0.29	2.4	0.86	0.6	0.7	-2	-88%	1590	i	i
C/C(=N/NC(N)=S)c1cc2ccc(O)cc2oc1=O
 : nt	13	nt	748	nt	0.46	1351	0.53	nt	-0.18	nt	-0.39	-0.13	-3.7	nt	14%	1240	nt	i
COC(=O)COc1cccc2c(=O)n(CC(=O)Nc3ccc4c(c3)OCCO4)ccc12
 : 27	15	1.7	714	0	0.14	1432	-0.13	1.4	0.37	6.6	-0.32	0.22	0.4	-5	21%	1034	i	i
CC1Oc2ccccc2N(Cc2ccccc2Cl)C1=O (stereo not drawn)
 : 11	21	3.9	763	-6	0.37	1199	-0.21	2.8	-0.16	6.2	-0.29	0.42	-0.4	6	-18%	1167	i	i
COc1ccc(Cl)cc1C(=O)Nc1cc(=O)n(C)c(=O)n1C
 : nt	7	nt	748	5	-0.17	1008	-1.2	nt	-0.83	nt	-0.63	-0.045	-3.3	18	12%	1253	nt	i
c1csc(Cc2nn3c(-c4ccncc4)nnc3s2)c1
 : 3	nt	5.7	nt	18	0.15	1255	-0.87	2.8	-0.2	1.0	-0.78	-0.075	-6.6	0	nt	989	i	i
COc1ccc(N=C2SC(CC(=O)Nc3ccccc3)C(=O)N2CC2CCCO2)cc1 (stereo not drawn)
 : 6	nt	8.7	nt	-6	-2.5	1288	-0.25	1.0	0.02	4.0	2.8	2	-1.5	-5	2%	1136	i	i
Fc1ccc(-c2nc(-c3cccs3)[nH]c2-c2ccc(F)cc2)cc1
 : 13	-7	1.6	667	59*	-0.95	1319	-0.41	0.8	-0.037	6.2	1.3	1.3	-1.5	78*	2%	913	i	i
CSc1nnc2c(n1)OC=Nc1ccc(Br)cc1-2
 : nt	18	nt	661	nt	0.53	1099	-0.99	nt	-0.25	nt	-0.49	0.3	0.2	nt	15%	1279	nt	nt
O=C1c2ccccc2C(=O)c2c1cccc2N1CCCC1
 : -2	-7	4.5	555	5	-0.17	2510	0.05	3.6	-0.3	0.7	0.71	0.077	0.3	21	-11%	951	i	i
CC(NC(=O)c1cc2cc([N+](=O)[O-])ccc2oc1=O)C1CCCO1 (stereo not drawn)
 : 2	1	1.6	673	14	-0.33	1662	-0.07	1.9	-0.1	6.0	0.29	0.87	-3.5	19	-4%	956	i	i
COCCNC(=O)c1sc2ncn(CC(=O)N3CCCCC3)c(=O)c2c1C
 : -11	1	4.0	668	-3	0.19	1071	0.35	3.1	-0.28	2.7	-0.19	0.49	-0.5	-5	10%	1104	i	i
Cc1ccc(S(=O)(=O)CNC(=O)c2ccccc2)cc1
 : 4	nt	4.6	nt	-5	1.4	1025	-0.71	3.0	-0.17	1.6	-0.78	-0.45	-0.2	10	1%	780	i	i
Oc1ccc(Br)cc1CN1CCCCCCC1
 : -1	5	4.2	753	27	0.13	1406	0.23	3.8	-0.33	5.2	0.045	-0.19	-2.1	14	6%	1247	i	i
CCN(CC)c1ccc(S(=O)(=O)N2CCOCC2)cc1NC(=O)CSc1cccc[n+]1[O-]
 : 1	2	2.6	617	-4	-1.6	1326	0.79	1.9	-0.13	2.1	1.4	1	-0.6	26	6%	900	i	i
COc1ccc(NC(=O)c2cc(S(=O)(=O)N3CCS(=O)(=O)CC3)ccc2Cl)cc1
 : -12	nt	1.5	nt	3	0.3	nt	nt	2.3	-0.21	11	-0.45	-0.82	nt	4	5%	nt	i	i
Cc1ccc(Cc2c(C)nc3nc(SCC(=O)NCCN4CCOCC4)nn3c2C)cc1
 : -10	-20	2.5	710	-3	-0.4	856	0.67	2.4	-0.27	4.1	0.35	0.25	-1.4	0	9%	1114	i	i
O=S(=O)(Nc1ccc(Cc2ccncc2)cc1)c1ccc(Cl)c(Cl)c1
 : 21	nt	3.0	nt	nt	0.6	nt	nt	1.6	-0.21	5.3	-0.38	0.1	nt	nt	16%	nt	i	i
CCc1nc(C)cc(N)c1OCc1ccccc1
 : -16	nt	2.1	nt	17	0.77	1447	0.56	2.4	-0.21	12	-0.62	-0.2	-2.1	-2	14%	1390	i	i
CCOC(=O)c1cc(C(=O)NN)c(=O)[nH]c1C
 : nt	7	nt	728	nt	-0.38	1096	-0.84	nt	-0.2	nt	0.15	0.67	-0.2	nt	18%	1296	nt	i
C=COCCNC(=O)C1CC(=O)N(c2ccc(C)cc2)C1 (stereo not drawn)
 : 32	5	5.7	716	0	-0.59	847	-1.1	3.0	-0.24	1.2	0.084	-0.58	-3.2	-11	0%	1210	i	i
S=C(NCCC1=CCCCC1)NCc1ccco1
 : 4	-9	2.4	675	62*	-0.58	840	-4.5	1.3	-0.2	6.2	0.11	0.32	-0.2	69*	-41%	1158	i	i
CCCC(=O)NC(Nc1ccc(S(=O)(=O)Nc2ncccn2)cc1)(C(=O)OCC)C(F)(F)F (stereo not drawn)
 : nt	nt	2.1	nt	4	0.2	1605	0.43	2.1	-0.2	2.9	-0.59	0.0033	-2.1	1	-1%	1406	nt	i
CC(C)c1ccc(N(CC(=O)O)S(=O)(=O)c2cccnc2)cc1
 : nt	nt	2.8	nt	-4	-0.18	942	-0.3	2.0	-0.2	3.1	1	0.52	nt	-1	21%	nt	nt	i
CCOC(=O)Cc1csc(NC(=O)Nc2ccccc2)n1
 : -2	10	3.9	740	0	0.71	1077	0.6	2.3	1.7	6.8	-0.63	0.11	-1.5	13	-17%	1258	i	nt
COc1ccc(C2NC(=S)NC(C)=C2C(=O)Nc2ccccn2)cc1 (stereo not drawn)
 : 14	-13	9.2*	624	2	0.2	1477	0.09	17*	-0.36	12*	-0.35	-0.095	1.8	-8	-14%	1418	i	i
O=C(Nc1ccc(C(=O)N2CCCCC2)cc1)C1CCCCC1
 : -3	nt	3.6	nt	nt	-1.8	1390	0.3	1.7	-0.13	1.7	2.6	1.7	-1.8	nt	5%	1307	i	i
CCOc1cc2[nH]c(=O)n(Cc3ccc(C(=O)NCCCN4CCCC4=O)cc3)c(=O)c2cc1OCC
 : 16	-2	1.8	683	-2	0.31	1249	1.4	2.2	-0.25	0.8	0.13	0.095	0.0	-7	12%	1086	i	i
O=c1c2ccccc2nnn1CSc1nnc(-c2ccco2)o1
 : 11	nt	3.1	nt	3	0.41	1232	-0.73	4.0	-0.21	8.1	-0.28	0.39	-1.4	7	-18%	1218	i	i
O=C(NCN1CCN(c2ccccc2F)CC1)c1ccccc1
 : 3	nt	2.4	nt	12	-1.3	1590	0.36	1.7	0.27	11	1.5	0.76	1.2	27	9%	1365	i	i
